Compound activity (PubChem)
RGS7-Gao – RGS7-Galphao binding modulators, primary screen, biochemical, multiplexed bead flow cytometry; Guanine nucleotide-binding protein G(o) subunit alpha (Homo sapiens), P09471; actives lie on both sides; actives 0.35% (n = 220,000); binding response (% of control), % at 10 µM; in the data active means binding response below about 49% or above about 150%; inconclusive means no clear call, values can overlap the other calls; inactive means in between;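 further: fluorescent Galphao held in activated GDP-AlF4 state binding bead-coupled RGS7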
Target sequence (P09471 whole entry, looked up): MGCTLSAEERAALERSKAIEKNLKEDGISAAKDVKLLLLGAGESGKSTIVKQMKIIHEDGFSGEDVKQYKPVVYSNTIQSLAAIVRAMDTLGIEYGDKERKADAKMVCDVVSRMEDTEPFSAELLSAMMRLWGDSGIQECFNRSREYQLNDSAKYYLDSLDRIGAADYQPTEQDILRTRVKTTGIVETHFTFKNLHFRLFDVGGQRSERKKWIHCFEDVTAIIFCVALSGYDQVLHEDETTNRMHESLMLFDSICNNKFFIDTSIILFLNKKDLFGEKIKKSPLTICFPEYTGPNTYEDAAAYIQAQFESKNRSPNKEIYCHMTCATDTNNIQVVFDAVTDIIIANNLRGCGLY
RGS4-Gao reg – modulators of RGS4 binding to Galphao, primary screen, biochemical, multiplexed bead flow cytometry; actives 0.33% (n = 220,000); AID 1415, 2008; Guanine nucleotide-binding protein G(o) subunit alpha (Homo sapiens), P09471; binding response (% of control), % at 10 µM; actives lie on both sides; in the data active means binding response below about 49% or above about 150%; inactive means in between;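 further: fluorescent Galphao activated with aluminum fluoride binding bead-coupled RGS4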
Avidin bead fluor – green autofluorescence of compounds with avidin beads – biophysical, 488/530 nm, flow cytometry, artefact control, profiling panel; compound fluorescence 488/530 nm; active compounds read high; fluorescence (KMESF) at 10 µM; actives 0.38% (n = 220,000); AID 1775, 2009; in the data active means fluorescence above about 47; further: inactives centre near 10
Active calls of the source: *; ? = inconclusive. An excerpt. The share of hits here may be higher or lower than overall.

The opening 7 compounds (preview)
SMILES	RGS7-Gao	RGS4-Gao reg	Avidin bead fluor
COc1cccc(CN2C[C@]34C=C[C@@H](C[C@@H]3S2(=O)=O)O4)c1	?	103	12
CCOC(=O)c1ccc(NC(=O)C2CCC(CNc3c(N4CCOCC4)c(=O)c3=O)CC2)cc1 (configuration not stated)	?	98	8
COc1ccc(Cl)cc1NC(=O)Nc1cn(C)nc1C	?	101	4
COc1ccc(S(=O)(=O)N(C)C)cc1NC(=O)COC(=O)c1nc2nccc(C)n2n1	?	105	9
Cc1ccc(-c2nc(=S)c3c(n2Cc2cccnc2)CC(C)(C)OC3)cc1	?	104	8
CCc1nc2ccccc2[nH]c1=O	?	91	6
COc1cccc(OC)c1C(=O)NC(=O)Nc1c(F)c(F)c(F)c(F)c1F	?	101	7

This part in full, from the first entry:
SMILES	RGS7-Gao	RGS4-Gao reg	Avidin bead fluor
COc1cccc(CN2C[C@]34C=C[C@@H](C[C@@H]3S2(=O)=O)O4)c1	?	103	12
CCOC(=O)c1ccc(NC(=O)C2CCC(CNc3c(N4CCOCC4)c(=O)c3=O)CC2)cc1 (configuration not stated)	?	98	8
COc1ccc(Cl)cc1NC(=O)Nc1cn(C)nc1C	?	101	4
COc1ccc(S(=O)(=O)N(C)C)cc1NC(=O)COC(=O)c1nc2nccc(C)n2n1	?	105	9
Cc1ccc(-c2nc(=S)c3c(n2Cc2cccnc2)CC(C)(C)OC3)cc1	?	104	8
CCc1nc2ccccc2[nH]c1=O	?	91	6
COc1cccc(OC)c1C(=O)NC(=O)Nc1c(F)c(F)c(F)c(F)c1F	?	101	7
CC1CC(C)CN(c2nc(N(C)c3ccccc3)nc(N)c2[N+](=O)[O-])C1 (configuration not stated)	?	93	9
O=C(Nc1ccc(O)cc1)/C(=C/c1ccco1)NC(=O)c1ccccc1	?	102	9
COCCNC(=O)C1CC2Cn3c(nc4cc(Cl)c(Cl)cc43)C2N1C (configuration not stated)	?	98	7
O=C(O)c1cccc(Cn2c(Cl)c(/C=N/NC(=O)c3ccccc3O)sc2=O)c1	?	98	9
COc1cccc(C(O)c2cnc(C(C)C)n2C)c1 (configuration not stated)	?	96	8
COc1cccc(-c2nc(COc3ccc(Cl)cc3Cl)no2)c1	?	95	4
COc1ccc(CCNC(=S)NC(=O)c2cc(OC)c(OC)c(OC)c2)cc1OC	?	107	3
Nc1nnc(Cc2ccc(F)cc2)s1	?	99	5
COc1ccc(C2/C=C\CN(C(=O)NC34CC5CC(CC(C5)C3)C4)CC(=O)N2Cc2ccc(F)cc2)cc1 (configuration not stated)	?	107	15
COc1ccc(NC(=O)Nc2cccc(Cl)c2Cl)c(OC)n1	?	100	6
COc1cc(NC(=O)c2ccc3snnc3c2)cc(OC)c1	?	99	7
CCOC(=O)c1ccc(N=NN(C)C)cc1	?	94	9
CCCOC(=O)c1ccc(Oc2cn[nH]c2-c2ccc(O)cc2O)cc1	?	131	4

Arranged by value in RGS4-Gao reg (ascending): three of the compounds above
SMILES	RGS7-Gao	RGS4-Gao reg	Avidin bead fluor
COc1cccc(-c2nc(COc3ccc(Cl)cc3Cl)no2)c1	?	95	4
O=C(O)c1cccc(Cn2c(Cl)c(/C=N/NC(=O)c3ccccc3O)sc2=O)c1	?	98	9
COc1ccc(NC(=O)Nc2cccc(Cl)c2Cl)c(OC)n1	?	100	6

Next section
SMILES	RGS7-Gao	RGS4-Gao reg	Avidin bead fluor
CC(C)=CCN1CCN(Cc2cc(CC(C)C)n[nH]2)CC1CCO (configuration not stated)	?	101	4
Cc1cccn2c(=O)c(/C=C(\C#N)C(=O)NCc3ccco3)c(N3CCCCCC3)nc12	?	102	4
COc1ccc(CCNC(=O)C2CC(c3ccc(C(F)(F)F)cc3)=NO2)cc1 (configuration not stated)	?	103	9
N/C(CC(=O)Nc1ccc(F)cc1F)=N\OC(=O)c1cccs1	?	107	7
NC(=O)C1CCN(CCS(=O)(=O)c2ccc(Cl)cc2)CC1	?	95	6
Cc1nn(-c2ccccc2)c(C)c1C(=O)Oc1ccccc1	?	103	3
Cn1c(=O)[nH]c2ncccc21	?	96	7
COc1ccc(NS(=O)(=O)c2ccc(Oc3c(C#N)cccc3C#N)cc2)cc1	?	97	7
C[C@H](NC(=O)c1[nH]cnc1C(=O)Nc1ccc(Cl)cc1)C(=O)OC(C)(C)C	?	101	18
CC1(c2nnc(-c3ccc(F)cc3)o2)CC(c2cccc(Cl)c2)=NO1 (configuration not stated)	?	112	14
Cc1nc(SCc2ccccc2)c2oc3ccccc3c2n1	?	103	5
CCCCn1c2c(c(=N)c3ccccc31)CCC2	?	104	14
CC1=NN(c2ccccc2)C(=O)C1/C=C1/NC(=S)NC1=O (configuration not stated)	?	102	8
O=C(O)COc1ccccc1/C=N/NC(=O)c1cc2ccccc2cc1O	?	89	3
O=C(Cn1cnc2c(nnn2Cc2ccc(F)cc2)c1=O)NCc1ccccc1	?	102	8
COc1ccc(NN=Nc2nc3c([nH]2)c(=O)n(C)c(=O)n3C)cc1	?	95	7
COc1ccc(/C=N/NC(=O)c2ccccc2O)cc1CN1CCOCC1	?	100	8
Cc1cc(NC(=O)NN2CCOCC2)nn1-c1c(Cl)cccc1Cl	?	105	7
O=C(c1ccc(F)cc1)N1CCN2C(=O)c3ccccc3C12c1ccccc1 (configuration not stated)	?	98	7
CCN(CC)Cc1c(O)ccc2c(=O)c(Oc3ccccc3OC)c(C)oc12	?	97	8
CSc1nnc(-c2cccc(NC(=O)c3ccccc3)c2)n1C	?	100	12
O=C(Nc1ncn[nH]1)c1ccccc1O	?	101	8
O=C(NCCN1CCCCC1)c1ccc(Oc2cc(Cl)cc(Cl)c2)o1	?	103	7
NC(=O)CC(NC(=O)Cc1cccc2ccccc12)c1ccc(NCCc2ccccc2F)c([N+](=O)[O-])c1 (configuration not stated)	?	96	15
CC(C)N(CCn1cnc2c([nH]c3ccccc32)c1=O)C(C)C	?	104	10
COc1ccc(OC)c(Nc2nc(N)c([N+](=O)[O-])c(NCc3ccccc3)n2)c1	?	94	7
Cc1ccc(S(=O)(=O)N2CC3CCCC2C3)cc1 (configuration not stated)	?	104	6
CCOC(=O)c1c(NC(=O)Cn2nc(C(=O)O)c3ccccc3c2=O)sc(C)c1C	?	105	6
COc1cnc(SC)nc1Nc1ccc(C#N)cc1	?	104	8
CCCc1nc2oc3c(NCCCN(C)C)ncnc3c2c2c1CCCC2	?	99	10
O=C(CN1CCCCC1)n1c2ccccc2c2ccccc21	?	101	4
CCOC(=O)c1nc2ccccc2c(=O)[nH]1	?	115	11
Cc1cc(C)c(/C=N/NC(=O)c2nnn(-c3nonc3N)c2COc2ccc(F)cc2)c(C)c1	?	101	4
Cc1ccc(-n2c(SCC(=O)N/N=C/c3ccccc3C(=O)O)nnc2-c2ccccc2)cc1	?	97	5
CC1=NN(c2ccccc2)C(=O)C1C=Nc1ccccc1O (configuration not stated)	?	93	3
CC1CCN(C(=O)CC#N)CC1	?	97	6
Cc1cc(NC(=O)c2coc(=O)c(Br)c2)ccc1C(C)C	?	102	7
Cc1cccc2nc(COc3ccc4ccccc4c3Br)cn12	?	84	9
CCC(C)[C@H](NC(=O)Nc1ccc(S(N)(=O)=O)cc1)C(=O)OC (some centres not stated)	?	94	4
COc1ccc2c(c1)c(CC(=O)Nc1nnc(C3CC3)s1)c(C)n2C(=O)c1ccc(Cl)cc1	?	100	12
CCCCNS(=O)(=O)c1ccc2nc(-c3cccnc3)cc(C(=O)NCCOC)c2c1	?	106	8
CC1(C)CCCC2=C1CC1C(=O)N(N)C(=O)C1C2 (configuration not stated)	?	100	3
C1CCCCCC(NCCN2CCNCC2)CCCCC1	?	106	8
O=C(COc1ccccc1)N(Cc1cccs1)C1CCS(=O)(=O)C1 (configuration not stated)	?	100	3
Cc1nn(C)c(=O)c(N)c1-c1cc(-c2ccc(Cl)c(Cl)c2)n[nH]1	?	89	8
O=C(NC(=S)Nc1cccc(C(F)(F)F)c1)c1ccc2nonc2c1	?	106	16
N#Cc1c(-c2cccnc2)cc(-c2ccccc2)nc1N	?	99	6
O=C(OCCCN1CCOCC1)c1ccc(O)c(O)c1	?	92	4
CCN(CC)S(=O)(=O)c1ccc(NC(=O)COC(=O)c2c[nH]c(=O)[nH]c2=O)cc1	?	105	8
CC(=O)N(Cc1ccccc1)c1ccccc1C(=O)O	?	101	5
Cc1ccc2c(c1)COc1c3ccc(C(=O)N4CCOCC4)cc3nn1-2	?	103	12
COc1ccc(/C=N/NC(=O)c2[nH]c3ccc(Br)cc3c2-c2ccccc2)c(C(=O)O)c1OC	?	100	7
O=C(O)c1cccc(-n2c(O)c(C=C3N=c4ccccc4=N3)sc2=S)c1	?	102	7
CCc1nc2ccccc2nc1N1CCN(S(=O)(=O)c2ccccc2)CC1	?	98	8
CCC1(C)N=C(N)Nc2nc3cc(C)c(C)cc3n21 (configuration not stated)	?	102	3
O=C(NNc1ccc(Cl)cc1)C1CCC1	?	92	4
CC1(C)CC2(CCCN(C(=S)Nc3ccccc3)C2)CCO1 (configuration not stated)	?	102	9
Cc1cc(-c2ccccc2)nc2oc3c(c12)NC(=O)CN(c1ccccc1)C3=O	?	97	9
CC(C)Cn1c2c(c(O)c(C(=O)Nc3nc4ccccc4s3)c1=O)CCCC2	?	102	8
Cc1ccc(C(=O)CSc2nnnn2Cc2ccccc2)cc1C	?	102	9

(cont.)
SMILES	RGS7-Gao	RGS4-Gao reg	Avidin bead fluor
CCOc1ccccc1NC1=NC2CS(=O)(=O)CC2S1 (configuration not stated)	?	106	8
Cc1cccc(-c2ncc(S(=O)(=O)C(C)(C)C)c(N)n2)c1	?	106	8
CCc1cc2ccc(OC)cc2nc1SCC(=O)N1CCN(C(=O)c2ccco2)CC1	?	100	8
COc1ccc(N/C=C2\C(=O)c3c(sc(C)c3C)N(C)S2(=O)=O)cc1	?	100	6
CCON1C(=O)C(C)(C)N(OCC)C(=O)C1(C)C	?	100	8
CC(=O)N(Cc1ccccn1)Cc1ccco1	?	99	3
CSc1sc(C(=O)NCC2CC2)cc1S(=O)(=O)C(C)C	?	114	7
COC(=O)c1ccccc1NC(=O)NC1CCCCC1	?	106	7
COc1ccc(OC)c(NC(=O)Nc2nnc(N3CCCCC3C)s2)c1 (configuration not stated)	?	110	4
S=C1NC[C@H](Cc2ccccc2)N1CCc1cccc2ccccc12	?	85	9
Cc1ccccc1NC(=O)Cn1nnc(-c2ccc(CN3CCC(C)CC3)cc2)n1	?	103	8
CC(C)c1ccc(/C=C/C(=O)Nc2ccc(CN3CCOCC3)cc2)cc1	?	107	8
S=c1[nH]nc(-c2cc(-c3ccccn3)nc3ccccc23)o1	?	97	8
CCOC(=O)C(=O)N1c2ccccc2C(N(C(=O)C(=O)OCC)c2ccccc2)CC1C (configuration not stated)	?	104	8
O=C(N/N=C/c1cn(CC(=O)N2CCOCC2)c2ccccc12)c1cccnc1	?	106	8
CNC(=O)CSc1nnc(-c2ccccc2F)n1CCc1ccccc1	?	92	5
CCCC12CN3CC(C)(CN(C1)C3c1cccs1)C2=O (configuration not stated)	?	104	6
NC(=O)c1c(/N=C/c2cccnc2)sc2c1CCCC2	?	102	3
Cc1ccc(NC(=O)C(=O)C2C(=O)Nc3ccccc32)cc1 (configuration not stated)	?	98	10
OC1(c2ccc(Cl)cc2)CCN(Cc2cn[nH]c2-c2ccccc2)CC1	?	98	5
O=C(CCn1c(=S)oc2ccccc21)NCCC1=CCCCC1	?	101	7
CCOC(=O)C1=C(C)NC2=C(C(=O)CC(C)(C)C2)C1c1ccc(O)c(OCC)c1 (configuration not stated)	?	98	5
O=C(NCCc1csc(-c2ccccc2)n1)c1ccco1	?	100	8
Cn1c(=S)c2[nH]c(SCCN3CCCC3)nc2n(C)c1=O	?	97	6
N#Cc1c(C(F)(F)F)cc(-c2cccs2)nc1N1CCCCC1	?	101	4
CC(C)Cc1nc2sc3c(c2c(=O)n1N)CC(C(C)C)OC3 (configuration not stated)	?	100	8
O=[N+]([O-])c1cccnc1Oc1ccccc1F	?	92	10
Cc1cc(NC(=O)CN2C(=O)[C@@H]3[C@H](C2=O)[C@@H]2C[C@H]3C(Br)C2Br)no1 (some centres not stated)	?	96	6
FC(F)(F)c1ccc(C2[C@H]3CN(Cc4ccc(-c5ccccc5)cc4)[C@H](c4ccccc4)C34CC2(c2cccnc2)C4)cc1 (some centres not stated)	?	102	7
CCCCCc1cc(=O)oc2c(C(CCN3CCN(c4ccccc4)CC3)c3ccc(N(C)C)cc3)c(OC)cc(OC)c12 (configuration not stated)	?	97	7
COc1ccc(NCC(=O)n2c(C)c(C)c3ccccc32)cc1OC	?	85	6
COc1cccc2cc(C(=O)C3=C(O)C(=O)N(CCN(C)C)C3c3ccc(Cl)cc3)oc12 (configuration not stated)	?	85	4
CC(NCc1ccc(S(N)(=O)=O)cc1)C(=O)Nc1cccc(Cl)c1 (configuration not stated)	?	97	7
